# M5 PAM – potentiates acetylcholine response at human M5 receptor | CHO-K1 hM5, Fluo-8 calcium, ACh EC20 PAM; 0% = ACh EC20, 100% = ACh EC100 | activation, % at 3 µM | 360,000 tested, 0.3% active | AID 624038;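 active = activation above the run cutoff, the mean activation of all test compounds plus 3 SD, cut at about 18% in these data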
#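 Probe or stimulus: acetylcholine, EC20 level; Assay system: human M5 receptor in CHO-K1 cells; Schedule: compound preincubation 140 s before EC20 acetylcholine addition; Technique: intracellular calcium via Fluo-8 fluorescence; Dosing: single-point, 3 µM nominal; Read-out basis: percent activation from peak-over-basal fluorescence ratio, scaled EC20-to-EC100 acetylcholine; Repeats: one well per compound, no replicates.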
# CRFR2-BP ag – agonists of human CRF-binding protein/CRF-R2 receptor complex; HEK293 CRF-R2/CRF-BP, calcium dye fluorescence (FLIPR); percent of saturating CRF peptide response; activation, % at 13.2 µM; 350,000 tested, 0.46% active;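 active = activation of at least 50%, plus an integration ratio under a set limit after plate pattern correction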;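 also: plate controls were neutral control wells without compound for no effect and CRF at EC100 for full effect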
# M4 PAM – potentiates acetylcholine response at human M4 receptor; P08173; CHO-K1 hM4/Gqi5, Fluo-8 calcium fluorescence, ACh EC20; 0% = ACh EC20, 100% = maximal ACh; activation, % at 3 µM; 360,000 tested, 0.4% active;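 active = activation above its plate's cutoff, the mean activation of sample wells plus 3 SD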; also: some results filed as inactive read as strong as hits
# Target sequence (P08173 whole entry, looked up): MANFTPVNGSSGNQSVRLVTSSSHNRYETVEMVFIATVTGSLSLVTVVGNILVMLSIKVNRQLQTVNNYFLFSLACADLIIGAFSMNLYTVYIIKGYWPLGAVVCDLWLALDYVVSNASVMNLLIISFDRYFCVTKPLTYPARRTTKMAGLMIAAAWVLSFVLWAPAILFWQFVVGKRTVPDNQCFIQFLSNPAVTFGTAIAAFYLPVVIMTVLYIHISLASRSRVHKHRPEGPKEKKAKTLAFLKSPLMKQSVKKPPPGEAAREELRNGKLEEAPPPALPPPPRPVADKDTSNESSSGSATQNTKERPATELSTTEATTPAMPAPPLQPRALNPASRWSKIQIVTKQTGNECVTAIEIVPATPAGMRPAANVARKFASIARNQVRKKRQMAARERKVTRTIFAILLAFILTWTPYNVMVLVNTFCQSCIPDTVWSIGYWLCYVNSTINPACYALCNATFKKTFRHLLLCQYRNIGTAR
# CHRM5 agonist – agonists of human muscarinic M5 receptor (CHRM5); P08912; CHO-K1 hM5 cells, Fluo-8 calcium fluorescence; 0% DMSO wells, 100% maximal acetylcholine response; activation, % at 3 µM; 360,000 tested, 0.19% active;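 active = activation above the run's mean over test compounds plus 3 SD, cut at about 23% in these data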;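 also: signal is peak over basal fluorescence ratio across the kinetic read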
# CRFR2-BP antag – CRF-BP/CRF-R2 complex antagonism; HEK293 CRF-R2/CRF-BP, CRF-induced calcium fluorescence; inhibition, % at 11.8 µM; 350,000 tested, 0.59% active; AID 588475;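 active = inhibition of the ligand-induced calcium signal above about 50% at the single tested concentration, limit read from the data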
# M5 antag – blocks acetylcholine activation of human M5 receptor. AID 624040. 360,000 tested, 0.59% active. inhibition, % at 3 µM. CHO-hM5 cells, Fluo-8 calcium fluorescence, ACh EC80;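 active = inhibition above a per-plate cutoff, the mean of that plate's test compounds plus 3 SD, cut at about 27% in these data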;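 also: 0% = acetylcholine EC80 with DMSO and 100% = DMSO without agonist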
# M4 antag – CHRM4 antagonism in calcium assay | inhibition, % at 3 µM | 360,000 tested, 0.73% active | P08173 | CHO-hM4 cells, ACh EC80, Fluo-8 calcium fluorescence;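 active = inhibition above its plate's cutoff, the mean inhibition of sample wells plus 3 SD, cut at about 27% in these data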;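 also: 0% = acetylcholine EC80 with DMSO and 100% = DMSO without agonist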
# M1 PAM – human CHRM1 positive allosteric modulation | 360,000 tested, 0.088% active | P11229 | activation, % at 3 µM | CHO-K1 hM1, Fluo-8 calcium fluorescence, ACh EC20; 0% = ACh EC20, 100% = maximal ACh | AID 588819; in the data active = activation above about 19%, passing the limit was not always enough
# Target sequence (P11229 whole entry, looked up): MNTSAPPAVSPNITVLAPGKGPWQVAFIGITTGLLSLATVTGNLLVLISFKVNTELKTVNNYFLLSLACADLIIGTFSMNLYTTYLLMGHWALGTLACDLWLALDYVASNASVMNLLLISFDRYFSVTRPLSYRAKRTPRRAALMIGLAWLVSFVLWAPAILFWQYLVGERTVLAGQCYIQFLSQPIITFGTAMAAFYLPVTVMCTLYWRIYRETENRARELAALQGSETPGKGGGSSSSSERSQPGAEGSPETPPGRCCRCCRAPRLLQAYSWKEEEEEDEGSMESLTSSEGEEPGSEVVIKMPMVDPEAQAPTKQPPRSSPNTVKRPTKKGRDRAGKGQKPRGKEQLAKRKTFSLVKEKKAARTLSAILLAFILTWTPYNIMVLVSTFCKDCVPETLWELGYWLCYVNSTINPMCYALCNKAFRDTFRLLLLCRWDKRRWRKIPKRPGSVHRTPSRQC
# M4 ag – CHRM4 agonism in calcium assay; CHO-K1 hM4/Gqi5, Fluo-8 calcium fluorescence; vehicle 0%, full acetylcholine response 100%; P08173; 360,000 tested, 0.14% active; activation, % at 3 µM;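 active = activation above the run mean over all test wells plus 3 SD, cut at about 32% in these data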;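 also: peak over basal fluorescence ratio per well then scaled between controls; 0% = DMSO wells and 100% = acetylcholine at EC100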
# * hit, by the source's call; . = no result given; & = joins results of further samples.
# The first 3 records as a preview:
SMILES,M5 PAM,CRFR2-BP ag,M4 PAM,CHRM5 agonist,CRFR2-BP antag,M5 antag,M4 antag,M1 PAM,M4 ag
COc1ccc(/C(N)=N/OC(=O)CCCN2C(=O)c3ccccc3C2=O)cc1OC,1,-4.6,-2,-1,0,-9,0,-2,0
O=C(CN1CCN(c2ccccn2)CC1)Nc1cc(C(F)(F)F)ccc1Cl,-3,3.8,-4,-1,-9,4,-3,-7,3
CC(C)CCNC(=O)CCCc1ccccc1,0,0.1,4,1,9,-9,-5,4,2

# The whole of this part, from the start:
SMILES,M5 PAM,CRFR2-BP ag,M4 PAM,CHRM5 agonist,CRFR2-BP antag,M5 antag,M4 antag,M1 PAM,M4 ag
COc1ccc(/C(N)=N/OC(=O)CCCN2C(=O)c3ccccc3C2=O)cc1OC,1,-4.6,-2,-1,0,-9,0,-2,0
O=C(CN1CCN(c2ccccn2)CC1)Nc1cc(C(F)(F)F)ccc1Cl,-3,3.8,-4,-1,-9,4,-3,-7,3
CC(C)CCNC(=O)CCCc1ccccc1,0,0.1,4,1,9,-9,-5,4,2
CCn1c(=S)[nH]c2scc(-c3cccs3)c2c1=O,-1,0.8,-3,3,8,9,3,-3,0
CC(=O)NC(CCS(C)(=O)=O)C(=O)Nc1ccc2c(c1)OCCO2 (stereo not drawn),8,-2.2,-5,0,18,-4,4,3,0
O=C(Cc1cccs1)NCc1ccc(Cl)cc1Cl,-4,-0.1,1,-10,8,16,-14,6,-1
COc1cc(OC)cc(C(=O)NCC(=O)OCC(=O)N2c3ccccc3NC(=O)C2(C)C)c1,1,3.7,3,3,-18,6,-1,4,2
CC(=O)Nc1c(C(=O)N2CCOCC2)cnn1-c1ccc(C)c(C)c1,-7,0.1,2,-6,-2,2,5,6,0
Cc1ccc(NC(=O)CN2C(=O)C3CC=CCC3C2=O)cc1S(=O)(=O)N1CCOCC1 (stereo not drawn),1,-1.3,-1,3,7,1,-2,1,7
O=C(COc1cc(Cl)c(Cl)cc1Cl)NCCN1CCOCC1,-6,0.8,3,-10,-5,-6,-7,5,1
O=C(C1CCN(S(=O)(=O)c2ccc(Cl)s2)CC1)N1CCN(c2ccccc2)CC1,-3,17,-1,2,-37,10,3,-5,0
CCn1c(=S)sc2c(=O)n(CC(=O)Nc3ccccc3)c(C)nc21,-5,-1.8,-3,-2,-12,12,0,-4,2
Cc1cc(=O)oc(C)c1C(=O)NC12CC3CC(CC(C3)C1)C2,-2,-0.3,8,1,-10,-4,8,8,1
O=S(=O)(c1cccc2cccnc12)N1CCN(Cc2ccccc2)CC1,5,-1.5,3,-2,-7,2,-5,9,2
Cn1nnc(NC(=O)c2cccs2)n1,-4,4.9,-6,4,-4,7,4,4,0
COc1ccc(/C=C/c2ccccc2)cc1[C@H]1[C@H]2C=CC[C@@H](C)[C@@H]2C(=O)N1Cc1ccccc1,6,4.6,-7,1,-4,1,5,-5,1
CC1(C)CC(=O)C=C(c2ccc(-c3ccc(S(C)(=O)=O)cc3)cc2)C1=O,-4,1.9,-1,5,-14,8,-12,-9,16
NS(=O)(=O)c1ccc(CCNC(=O)CNC(=O)Cc2ccccc2)cc1,2,-1.2,6,1,3,-1,-6,8,1
O=S(=O)(c1cccc(-c2nnc(-c3ccc(Br)cc3)o2)c1)N1CCCCCC1,6,0.6,3,-2,13,-8,3,11,0
Cc1cccc(C)c1OCc1cc(C(=O)NCC2CCCCC2)no1,-1,1.3,-7,-2,-15,5,-1,-3,2
O=C1CC(c2cccc(F)c2)C2=C(CCCC2=O)N1 (stereo not drawn),-4,9.5,1,-1,28,5,0,-2,.
Cc1ccsc1C(=O)N1CC(=O)Nc2ccccc21,5,-2.1,15,3,-47,-5,-2,9,2
CCOc1cnn(Cc2ccccc2)c(=O)c1SCc1ccccc1,3,1.6,12,-2,-17,8,-2,3,-1
CCCc1cc(C(=O)N2CCCC(C(=O)c3cc(C)c(OC)c(C)c3)C2)n(C)n1 (stereo not drawn),-3,0.9,2,-3,-2,-14,-8,-1,3
COc1ccc(C2C(C(=O)N3CCOCC3)c3ccccc3C(=O)N2c2ccc(OC)cc2)cc1 (stereo not drawn),-6,-0.2,-1,-2,-9,1,-2,-3,1
O=C(CSc1nnnn1-c1cccc(F)c1)NC1CC1,19*,-1.0,4,1,-3,3,0,15,0
Fc1ccc(N2CCN(c3ccc4c(C(F)(F)F)cc(C(F)(F)F)nc4n3)CC2)cc1,2,0.5,-6,-1,10,-2,12,-1,0
CCNc1nc(Oc2ccc(=O)[nH]n2)nc(SC)n1,-5,1.1,-3,-2,-15,-1,6,0,0
CCN(CC)Cc1cc2ccccc2c2c1COC2,-11,17,0,-7,18,0,0,-9,1
CCn1nnnc1NC(=O)c1cccc(OC)c1,3,7.5,6,-3,23,7,3,11,2
O=C(CCc1ccccc1)NCc1ccc2c(c1)OCO2,5,-0.9,1,-3,3,7,8,11,0
CCOC(=O)c1cc(C)sc1NC(=O)CN1CCN(C(=O)c2ccco2)CC1,-3,-1.2,-1,6,2,11,10,5,6
N#CC1(C#N)C(C(N)=O)C1c1ccccc1 (stereo not drawn),2,-0.7,0,-4,-18,3,3,4,0
COc1cccc(CN(CC(=O)NCc2ccco2)C(=O)CNS(=O)(=O)c2ccccc2)c1,-2,0.2,2,0,0,2,-10,1,2
O=C(CNC(=O)c1ccco1)NCC(=O)OCC(=O)c1ccc(Cl)c([N+](=O)[O-])c1,0,-0.9,9,-4,15,-12,-22,2,2
COc1ccc(NC(=O)c2c3c(nc4ccccc24)CCC3)cc1,8,-2.2,1,4,-6,-5,-10,10,1
C/C(=N\S(=O)(=O)c1ccc(C)cc1)N1CCN(S(=O)(=O)c2ccccc2)C1,13,3.7,-10,-2,-31,-9,22,9,0
CCOCCSc1n[nH]c(=O)n1CCc1ccccc1,3,1.4,4,0,-2,7,3,8,2
CCCN(CCC)CCNC(=O)C1c2ccccc2C(=O)N2CCc3ccccc3C12 (stereo not drawn),3,3.3,-9,-3,-3,-2,2,2,0
O=C(CSc1c2c(nc3ccc(Cl)cc13)CCCC2)N1CCN(C(=O)c2ccco2)CC1,-7,1.0,-18,-15,-9,5,-1,-1,6
NC(=O)CCS(=O)(=O)c1ccccc1,-5,1.6,0,2,-11,5,-11,4,1
COc1ccc(NC(=O)CN(C)C(=O)c2ccccc2OCC(=O)Nc2cccc(C(F)(F)F)c2)cc1,-2,0.2,4,3,-18,5,7,-6,5
CCN(CC)C(=O)c1[nH]cnc1C(=O)N[C@@H](CCCCNC(=O)OC(C)(C)C)C(=O)OC(C)(C)C,8,-1.3,2,4,-2,-1,0,7,4
O=C(CN1CCN(Cc2ccccc2)CC1)Nc1nc2ccccc2s1,-7,0.4,-7,-4,-11,19,13,-1,2
CCCCCOc1ccccc1C(=O)NCC(=O)O,-1,0.2,0,-1,13,4,8,10,1
O=S(=O)(NCc1cccnc1)c1ccc2c(c1)OCCO2,-1,0.7,-5,2,-14,7,4,-2,3
Cn1c(=O)n(Cc2ccc(Cl)cc2)c2ccccc21,-2,-0.7,-11,-7,-9,2,8,1,0
Cc1cc(C(F)(F)F)n2nc(C)c(-c3ccc(Cl)cc3)c2n1,2,-0.2,3,-4,-2,-4,2,-8,0
C/C(=C\C(=O)c1ccccc1)Nc1ccc(O)cc1,-7,0.7,0,-1,26,13,6,8,2
C/C(=N/NS(=O)(=O)c1cccc([N+](=O)[O-])c1)c1ccc2c(c1)OCO2,-4,-4.0,17,-4,3,14,-3,17,2
COc1cccc(C(=O)NCC(=O)N/N=C(\C)Cc2ccccc2)c1,-6,-0.2,2,-3,-11,14,-10,4,1
CCC(=O)Nc1ccc(NC(=O)c2cccc3ccccc23)cc1,-6,-1.6,1,1,6,8,-1,-3,3
COc1ccc(NC(=O)c2csc(Cc3ccc(Cl)cc3)n2)cc1,-1,-0.3,1,3,1,4,-11,-5,1
Cc1cc(C)c(NC(=O)c2cccs2)c(C)c1NC(=O)c1cccs1,0,0.7,-4,-3,5,10,10,3,1
C[C@@H]1O[C@@H](Oc2c(-c3ccc(O)c(O)c3)oc3cc(O)cc(O)c3c2=O)[C@H](O)[C@H](O)[C@H]1O,-4&1,-1.6&-2.0,-2&14,3&6,-10&4,0&-4,-6&6,4&6,2&2
CC1Sc2ccc(S(=O)(=O)CCC(=O)Nc3ccc(C(C)C)cc3)cc2NC1=O (stereo not drawn),-8,-2.4,-5,2,-59,4,5,1,16
CNC(=O)c1ccsc1NC(=O)CS(=O)(=O)c1ccc(F)cc1,-3,-0.1,-6,5,12,-7,11,0,6
COc1ccc(C2(C(=O)Nc3ccc(S(N)(=O)=O)cc3)CCCC2)cc1,-2,-0.9,-10,2,-49,6,10,-1,1
C[S+](CC[C@H](N)C(=O)O)C[C@H]1O[C@@H](n2cnc3c(N)ncnc32)[C@H](O)[C@@H]1O (stereo partly drawn),-2,-1.1,8,0,-20,-1,-10,2,0
Cc1ccc(S(=O)(=O)n2cccc2C)cc1,-12,0.3,-9,-7,12,3,5,-7,-1

# Exported with values under each structure: four of the compounds above.
# Each structure is followed by: M5 PAM	CRFR2-BP ag	M4 PAM	CHRM5 agonist	CRFR2-BP antag	M5 antag	M4 antag	M1 PAM	M4 ag
CCn1c(=S)sc2c(=O)n(CC(=O)Nc3ccccc3)c(C)nc21
 : -5	-1.8	-3	-2	-12	12	0	-4	2
C/C(=N/NS(=O)(=O)c1cccc([N+](=O)[O-])c1)c1ccc2c(c1)OCO2
 : -4	-4.0	17	-4	3	14	-3	17	2
O=C(CSc1c2c(nc3ccc(Cl)cc13)CCCC2)N1CCN(C(=O)c2ccco2)CC1
 : -7	1.0	-18	-15	-9	5	-1	-1	6
O=C1CC(c2cccc(F)c2)C2=C(CCCC2=O)N1 (stereo not drawn)
 : -4	9.5	1	-1	28	5	0	-2	.

# Going on with the list.
SMILES,M5 PAM,CRFR2-BP ag,M4 PAM,CHRM5 agonist,CRFR2-BP antag,M5 antag,M4 antag,M1 PAM,M4 ag
Fc1cc(Cl)ccc1Nc1nc(NCc2ccccc2)nc2ccsc12,-3,.,-7,1,.,-1,6,-4,1
CC1CCN(S(=O)(=O)c2cccc(C(=O)Oc3ccc([N+](=O)[O-])cc3)c2)CC1,5,6.6,30*,4,-20,3,-11,6,2
CN(CC(=O)Nc1ccc(F)cc1)C(=O)CN1C(=O)NC2(CCCC2)C1=O,7,2.2,5,-1,-7,-6,-4,18,0
O=C(CN1C(=O)NC(Cc2c[nH]c3ccccc23)C1=O)NCC(F)(F)F (stereo not drawn),5,-2.2,0,-2,11,-3,4,9,0
CC(C)c1ccc(NS(=O)(=O)c2ccc3c(c2)NC(=O)CO3)cc1,-3,0.5,0,1,-24,2,0,3,6
Cc1cc(N2CC(C(=O)Nc3nccs3)CC2=O)ccc1C(C)C (stereo not drawn),9,-0.5,7,-1,0,-15,-13,5,2
O=C(NCc1ccco1)c1ccc(CS(=O)(=O)Cc2ccc(Cl)cc2)o1,-3,-0.9,-1,4,2,-5,-3,3,3
O=C(c1nc2nc(-c3cccs3)cc(C(F)(F)F)n2n1)N1CCN(Cc2ccccc2)CC1,-1,1.6,3,-2,-14,-7,-11,19,3
CN1CCN(CC(O)COc2ccc(S(=O)(=O)N3CCOCC3)cc2)CC1 (stereo not drawn),5,-1.1,2,1,0,-6,2,-1,0
O=C1CS/C(=N/N=C/c2c[nH]c3ccccc23)N1,-8,2.0,0,0,-3,4,6,-1,1
COc1ccccc1C=NN1CCCCCC1,-2,-4.8,7,-1,1,2,-6,4,0

# Screening data deposited in PubChem by several laboratories.

# An unsorted share of the library. Share with any hit: about 2.6%.
